Nrf2 activator: Nrf2 pathway activation | AREc32 ARE-luciferase reporter (MCF7-derived line), luminescence, 24 h | Potency, µM (titrated, usually from 46.1 µM), for inactives: at the top dose activation, actives largely listed as activators | 0.31% of 410,000 active | AID 624171; also: potency is read from the fitted curve at half-maximal effect; % of control where 0% means no effect; nearly all actives have a fitted effect of over 65% in size
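Luminescent ARE reporter assay in AREc32_Fluc cells: overnight plating at 37 deg C, 24 hr compound incubation, Steady-Glo added, 30 min RT before reading.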
MmCpn inh: M. maripaludis TRiC chaperonin inhibition. purified Mm-Cpn ATPase, ADP Transcreener TR-FRET. AID 504842. Potency, µM (highest dose often 76.9 µM), inactives show at the top dose activity, negative = inhibition, hits mostly inhibitors. 0.031% of 330,000 active; also: potency is read from the fitted curve at half-maximal effect; % is scaled to controls: 0 for no effect and ±100 for the full control effect; nearly all actives have a fitted effect of over 80% in size
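Purified archaeal chaperonin (25 nM final) was preincubated with compound for 10 min at 37°C, then ATP (10 uM final) was added for 30 min at 37°C in Tris pH 7.4/KCl/MgCl2/DTT buffer. ADP was quantified by HTRF Transcreener TR-FRET.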
CCT chaperon mod: cytosolic chaperonin activity modulation; purified chaperonin ATPase assay, HTRF ADP detection, 30 min; activity change, % (no concentration beside the values), hits read low; 0.3% of 360,000 active; AID 651819; in the data active = activity change below about -30%; also: % is scaled to controls: 0 for no effect and ±100 for the full control effect
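First, chaperonin was dispensed at 40 nM or 20 nM final depending on batch activity. Next, compounds were pinned at 76 uM and ATP added at 10 uM. After 30 min at 37 °C, ADP detection reagents ran 30 min at ambient temperature.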
EPAC2 ag: EPAC2 (human) agonism | EPAC2 activation, biochemical qHTS; response scale: 100% = 6.5 mM cAMP response | Potency, µM (series often up to 154 µM), for the others: top-dose activation, most hits filed as activators | 0.079% of 360,000 active; also: potency is read from the fitted curve at half-maximal effect; nearly all actives have a fitted effect of over 50% in size
Target sequence (Q8WZA2 whole entry, looked up): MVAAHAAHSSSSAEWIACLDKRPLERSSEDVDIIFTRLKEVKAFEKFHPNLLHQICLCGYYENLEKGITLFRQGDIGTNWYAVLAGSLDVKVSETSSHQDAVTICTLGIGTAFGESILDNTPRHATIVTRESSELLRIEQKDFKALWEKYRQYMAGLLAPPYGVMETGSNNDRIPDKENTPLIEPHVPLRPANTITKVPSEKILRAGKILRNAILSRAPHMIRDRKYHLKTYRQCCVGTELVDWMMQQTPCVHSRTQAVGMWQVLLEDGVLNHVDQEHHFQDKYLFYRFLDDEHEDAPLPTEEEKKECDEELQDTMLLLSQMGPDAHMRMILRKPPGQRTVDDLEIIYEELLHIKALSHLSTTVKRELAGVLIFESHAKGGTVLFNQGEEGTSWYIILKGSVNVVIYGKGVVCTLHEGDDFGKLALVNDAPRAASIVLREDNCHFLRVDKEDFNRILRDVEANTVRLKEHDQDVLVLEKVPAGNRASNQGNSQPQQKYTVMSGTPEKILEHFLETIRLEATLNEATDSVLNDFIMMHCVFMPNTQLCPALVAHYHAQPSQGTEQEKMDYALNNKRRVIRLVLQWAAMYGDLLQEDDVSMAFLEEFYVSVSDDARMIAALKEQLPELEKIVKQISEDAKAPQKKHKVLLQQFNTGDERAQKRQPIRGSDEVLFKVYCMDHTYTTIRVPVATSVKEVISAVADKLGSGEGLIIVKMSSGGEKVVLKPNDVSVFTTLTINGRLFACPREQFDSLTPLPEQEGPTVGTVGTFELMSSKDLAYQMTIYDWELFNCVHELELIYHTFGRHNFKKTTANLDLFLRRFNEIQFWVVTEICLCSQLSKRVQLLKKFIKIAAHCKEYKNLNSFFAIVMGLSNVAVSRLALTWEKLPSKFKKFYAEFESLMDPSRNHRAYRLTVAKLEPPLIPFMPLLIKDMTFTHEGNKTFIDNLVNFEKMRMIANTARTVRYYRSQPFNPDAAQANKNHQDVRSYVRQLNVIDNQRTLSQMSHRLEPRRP
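Nucleotide exchange monitored as fluorescence drop when BODIPY-GDP leaves Rap1B. Reaction: 100 nM EPAC2, 250 nM RAP1B-BODIPY-GDP, 50 uM GDP, room temperature, kinetic read over 30 min. Activity expressed relative to 6.5 mM cAMP.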
pAkt inh: blocks phosphorylation of Akt. Neuro2A IGF-stimulated pAkt S473 HTRF, 20 min; active compounds read low. activity change, % for hits at 50 µM. 0.32% of 360,000 active; in the data active = activity change below about -80%; inconclusive = mostly about -51% to -80%; also: % is scaled to controls: 0 for no effect and ±100 for the full control effect
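Neuro2A cells (4,500/well, DMEM with 0.5% FBS) were treated with compound at a single 50 µM final concentration, stimulated with 6 nM IGF for 20 min at 37 °C, and lysed. Phospho-Akt Ser473 was read by HTRF as 665/615 ratio ×10^4.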
EPAC2 antag: antagonists of human EPAC2; Q8WZA2; EPAC2 GEF exchange of Rap1B-BODIPY-GDP, fluorescence; Potency, µM (titrated, usually from 114 µM), without a hit: top-dose activity, negative = inhibition, usual class: inhibitors; 0.18% of 360,000 active; also: potency is read from the fitted curve at half-maximal effect; % is scaled to controls: 0 for no effect and ±100 for the full control effect; nearly all actives have a fitted effect of over 45% in size; many of its hits are not listed in these tables
TGFb SMAD3 inh: TGF-b pathway inhibition; HepG2 CAGA-GFP TGF-b/SMAD3 reporter, GFP fluorescence, 18 h; TGF-beta stimulated, 500 pg/mL final; Potency, µM (titrated, usually from 46.1 µM), for the others: top-dose activity, negative = inhibition, most hits filed as inhibitors; 1.2% of 410,000 active; AID 588855; also: potency is read from the fitted curve at half-maximal effect; % is scaled to controls: 0 for no effect and ±100 for the full control effect; nearly all actives have a fitted effect of over 65% in size
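TGF-beta reporter screen: HEPG2 CAGA-GFP, 1% FBS, 500 pg/mL TGF-beta final, 18 h; per-cell GFP summed per well; curves fitted and categorized by class.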
Nrf2 block: blocks Nrf2 signaling; AID 504444; Potency, µM (top dose mostly 46 µM), inactives show at the highest dose activity change, negative = inhibition, hits mostly inhibitors; 2.1% of 360,000 active; A549 ARE-Fluc reporter, luciferase luminescence, 18-24 h; also: potency is read from the fitted curve at half-maximal effect; % is scaled to controls: 0 for no effect and ±100 for the full control effect; nearly all actives have a fitted effect of over 60% in size
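Reporter: ARE-Fluc in A549. Exposure: 18-24 h, 37 °C, 5% CO2, 5% FBS OPTI-MEM. Readouts: fluorescent cytotoxicity (CellTiter-Fluor), then luminescent Nrf2 signal after BugLite.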
A549 viability: counter-screen for Nrf2 inhibitors: cytotoxicity in A549 cells; 0.16% of 390,000 active; Potency, µM (doses to about 46 µM), without a hit: at the highest dose activity change, negative = cytotoxicity, hits mostly inhibitors; AID 504648; A549 ARE-Fluc cells, CellTiter-Fluor viability, 18-24 h; also: potency is read from the fitted curve at half-maximal effect; % is scaled to controls: 0 for no effect and ±100 for the full control effect
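Cytotoxicity counterscreen: CellTiter-Fluor fluorescence was measured in A549 ARE_Fluc cells after 18-24 h of compound exposure in a concentration series. The subsequent BugLite luminescent read reports ARE-luciferase activity.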
* marks the source's active call; other numbers are inactive results; i = inactive; ? = inconclusive; . = not tested or not shown; [ ] = remark or other dose. Unless noted, calls follow the shape of the dose curve; as a rule, active = well fitted curve in the direction sought with a large enough effect; inconclusive = small, poorly fitted or top-dose-only effect, or another doubt; inactive = no such curve, though single readings can be large; an effect the other way counts as inactive or inconclusive. Only part of the results is shown, so the mix of outcomes need not match the whole.

SMILES	Nrf2 activator	MmCpn inh	CCT chaperon mod	EPAC2 ag	pAkt inh	EPAC2 antag	TGFb SMAD3 inh	Nrf2 block	A549 viability
COc1ccccc1CC(=O)Nc1cccc(C)n1	0.1%	-0.6%	-10.2	-3.6%	i	-3.1%	0.6%	7.7%	-4.4%
O=C1NCCCN1Cc1ccc(Cl)cc1	-0.3%	-0.7%	0.5	3.1%	i	15.8%	1.5%	-7.7%	0.0%
CCCOC(=O)c1ccc(NC(=O)Cn2nnc3sc4c(c3c2=O)CCC(C(C)(C)C)C4)cc1 (stereo not drawn)	-1.4%	.	.	.	.	.	-2.3%	27.8%	-0.7%
COC(=O)c1c(-c2cccs2)csc1NC(=O)c1cccc(Cl)c1	3.3%	.	.	.	.	.	15.6%	?	13.3%
Cn1c(CCNC(=O)c2ccccc2F)nnc1SCc1nc2ccccc2c(=O)[nH]1	0.4%	0.3%	-1.6	10.0%	.	-0.8%	-0.5%	0.5%	-7.3%
CCCCn1nnc(NC(=O)Cc2ccc(Cl)cc2)n1	3.0%	0.5%	-3.8	-1.4%	i	8.3%	6.9%	10.5%	2.9%
COc1ccc2cc(CN(C(=O)Nc3ccccc3OC)C3CCCC3)c(=O)[nH]c2c1	1.6%	-2.3%	1.7	-1.3%	i	-7.1%	?	-19.4%	-8.8%
Cc1ccccc1C(=O)Nc1ccc2c(c1)OCCO2	-3.8%	-0.7%	5.9	8.5%	i	3.3%	-0.6%	?	10.6%
Cc1c(NC(=O)c2nc3ccccc3n(C)c2=O)cccc1[N+](=O)[O-]	?	.	.	.	.	.	-20.7%	21.7%	0.1%
CCCCN1C(=O)C(CC(=O)NCCN2CCOCC2)CC(C(=O)N(C)C)=C1C (stereo not drawn)	-0.6%	.	-0.3	14.2%	i	5.7%	-4.0%	.	.
Cc1cc(C)n(C2CC(=O)N(c3ccc(C)c(Cl)c3)C2=O)n1 (stereo not drawn)	-0.9%	0.4%	-0.8	0.9%	i	1.7%	0.0%	10.3%	-0.5%
CC(=O)Nc1nc(N2C(=O)c3ccccc3C2=O)n(-c2ccccc2)n1	0.1%	1.6%	1.7	3.5%	i	-6.9%	0.6%	-18.0%	-1.3%
Cc1ccc([N+](=O)[O-])cc1/C=N/Nc1nnnn1-c1ccccc1	5.4%	-0.4%	0.9	2.5%	i	-1.1%	0.1%	22.0%	0.5%
CC(C)NC(=O)COC(=O)/C=C/c1ccc(F)cc1	-0.5%	0.2%	-1.5	1.2%	i	5.2%	?	-5.1%	1.3%
Cc1ccc(C(=O)NCCC(=O)Nc2ccccc2C)cc1	-0.5%	0.0%	0.7	6.5%	i	-0.2%	16.6%	-8.9%	-2.3%
N#CCC(=O)N/N=C\c1cccc(OC/C=C/c2ccccc2)c1	-2.3%	0.8%	1.1	5.5%	i	-3.6%	-11.5%	?	8.3%
Cc1ccc(NC(=O)c2cc(-c3ccc(C)c(C)c3O)n[nH]2)cc1C	0.1%	-1.9%	1.0	8.4%	i	12.5%	3.5%	-15.6%	0.1%
CC1=CC(C)(C)Nc2ccc(OC(=O)CN3C(=O)CCC3=O)cc21	-2.5%	-1.9%	-0.2	9.9%	i	1.1%	-19.9%	?	2.9%
O=C(Nc1ccc(NC(=O)c2cccs2)cc1)c1ccc2c(c1)OCCO2	-0.5%	-0.9%	0.5	4.9%	i	5.8%	-33.0%	?	-3.3%
O=C(NCC1CCCO1)c1ccc(Br)o1 (stereo not drawn)	0.5%	3.4%	2.0	-4.5%	i	2.4%	0.0%	13.0%	2.5%
O=C(c1ccco1)N1CCN(Cc2cc(=O)c(OCc3cccc(F)c3)co2)CC1	-0.3%	2.1%	-0.5	2.0%	i	1.4%	3.1%	-0.2%	-1.0%
CCCC[C@@H]1CNCCN1CCCc1cc(OC)c(OC)c(OC)c1	-0.2%	0.3%	0.8	3.6%	i	0.9%	10.4%	3.6%	4.5%
COc1ccccc1NC(=O)Oc1ccc(C(C)=O)cc1	0.4%	0.5%	0.7	-0.1%	i	13.4%	3.3%	7.7%	-4.5%
CC(=O)NC1CC2CCCC(C1)N2C(=O)Nc1cccc(C(C)=O)c1 (stereo not drawn)	-0.4%	.	-1.4	7.2%	i	6.3%	-5.3%	3.1%	9.7%
O=C(CSc1nc2ccccc2o1)Nc1nc2c(s1)CCCC2	11.6%	.	-0.3	3.5%	i	-3.2%	?	?	-14.1%
COCCn1c(-c2ccc(C)cc2)nc2c(c(=O)c3ccccc3n2C)c1=O	0.1%	.	-1.1	1.2%	i	10.7%	35.3%[activator]	?	15.3%
Cc1cc(Br)cn2c(Cc3ccccc3)c(C3CCCCC3)nc12	7.8%	.	-1.7	5.7%	i	-27.0%	.	.	.
CCCc1nc2sc3c(SCC(=O)NCc4ccco4)ncnc3c2c2c1CCC2	0.3%	-15.5%	1.2	-16.8%	i	6.8%	13.6%	?	?
COc1ccc(N2CCOCC2)c(NC(=O)c2cccnc2)c1	-0.8%	0.3%	0.5	-4.9%	i	-0.6%	0.9%	-13.8%	-0.3%
CC(C)N1CC(C(=O)O)CC1=O (stereo not drawn)	0.0%	0.2%	1.2	-3.7%	i	-0.1%	-0.4%	-1.0%	-4.4%
CSCC[C@H](NC(=O)c1cccc(S(=O)(=O)N2CCCCCC2)c1)c1nc2ccccc2[nH]1	-0.5%	-13.3%	-7.1	2.0%	i	1.5%	-2.5%	18.4µM*	?
O=C(O)c1nccnc1C(=O)Nc1ccc(Cl)cc1Cl	-0.9%	-1.2%	-2.1	6.7%	i	0.0%	-4.9%	6.1%	3.4%
CCN(CC)CCn1c(=N)n(CC(O)COc2ccccc2)c2ccccc21 (stereo not drawn)	2.5%	2.9%	-6.9	-1.4%	i	3.9%	14.1%	-13.2%	?
CN(CC(=O)Nc1ccccc1Cl)C(=O)COC(=O)/C=C/c1cccc(C(F)(F)F)c1	?	0.1%	1.5	-8.8%	i	0.9%	-0.3%	9.3%	3.2%
Cc1ccc(CN2CCN(Cc3ccccc3)C(CCO)C2)s1 (stereo not drawn)	-0.6%	1.0%	-0.8	5.1%	i	0.0%	-5.5%	2.0%	5.2%
CCc1nn(CC(=O)N2CCC(C(N)=O)CC2)c(=O)c2cc3occc3n12	3.5%	0.1%	1.0	3.2%	i	-2.3%	1.6%	15.0%	1.8%
CCCC(=O)Nc1cccc(Oc2ccc3c(c2)C(=O)NC3=O)c1	0.1%	-3.9%	1.2	5.2%	i	12.2%	0.3%	-8.5%	0.8%
Cc1ccc(C(=O)COC(=O)CNS(=O)(=O)c2ccccc2)cc1[N+](=O)[O-]	-0.5%	-0.3%	-4.2	7.2%	i	-1.7%	1.9%	11.3%	3.2%
COc1ccc(S(=O)(=O)NCCSCc2ccccc2C)cc1Br	-0.5%	-0.4%	-0.1	19.7%	-114.0%*	-2.6%[57.1 µM]	?	4.7%	-0.9%
CC(=O)c1c(C)c2c(n1CCN(C)C)CCCC2	1.9%	0.7%	0.9	4.6%	i	1.7%	-0.6%	.	2.0%
O=C(CSc1nc2ncccc2[nH]1)Nc1c(F)cc(F)cc1Br	-0.1%	2.0%	1.6	-3.5%	i	3.2%	1.7%	-2.0%	-0.4%
Cc1cc(N)n2nc(-c3ccc(C(C)(C)C)cc3)cc2n1	2.8%	-0.5%	-3.9	-8.5%	i	-5.9%	-38.5%	?	3.1%
Cc1ccc2c(c1)c1c(c(=O)n(-c3cccc(Cl)c3)c(=O)n1CC(=O)Nc1c(C)cccc1C)n2C	0.0%	.	.	.	.	.	-17.9%	10.1%[9.27 µM]	12.8%
CCN1CCc2c(sc(NC(=O)C3CCCCC3)c2C(=O)OC)C1	2.2%	0.9%	-1.6	0.2%	i	-11.5%	5.7%	-13.8%	4.7%
Cc1cc(C)n(CC(=O)NCc2ccccc2)c(=O)c1C#N	-1.3%	0.0%	-4.9	6.3%	i	5.0%	-0.3%	-4.3%	0.6%
COc1ccccc1NC(=O)Cc1nnc(SCC(=O)NC2CCCCC2C)n1C (stereo not drawn)	0.1%	-1.2%	1.2	8.0%	i	-1.6%	-2.6%	5.4%	-1.9%
CC(CN(C)Cc1nc(Cc2cccc(C(F)(F)F)c2)no1)CN1CCCC1 (stereo not drawn)	1.9%	1.7%	-0.4	-2.8%	i	0.5%	-4.2%	-0.8%	-0.7%
O=C(O)CCN1C(=O)c2ccc(NC(=O)Cc3ccc(Cl)cc3)cc2C1=O	-0.4%	0.6%	-32.2*	-3.6%	i	-6.7%	-13.2%	0.3%	0.3%
CCOC(=O)CNC(=O)C1Cc2ccccc2CN1S(=O)(=O)c1cccs1 (stereo not drawn)	0.2%	1.5%	0.7	13.9%	i	0.7%	-6.8%	-10.0%	6.0%
Cc1ccc(C)n1-c1ncn[nH]1	-0.5%	0.2%	0.9	-7.1%	i	8.2%	-16.1%	18.7%	3.6%
Cc1csc2nc(CNS(=O)(=O)c3ccc4c(c3)CCCC4)cn12	1.0%	1.2%	0.4	-4.5%	i	8.8%	8.4%	1.1%	6.3%
Cc1ccccc1OCC(=O)N/N=C/c1ccco1	2.3%	-3.6%	0.7	5.1%	i	-0.2%	0.0%	3.8%	-6.9%
CC1CN(c2ccccc2)CCN1Cc1nc(Cc2ccccc2)no1 (stereo not drawn)	4.5%	-8.9%	-1.9	9.3%	i	-6.5%	19.5%	8.7%	13.9%
CC(=O)C[C@H](O)CC(=O)[C@H]1OC(=O)CCCCCc2ccccc21	0.2%	0.4%	0.3	-0.9%	i	0.0%	-32.6%	11.0%	-2.5%
Cc1ccc(C(=O)NC(N(C)C)C(Cl)(Cl)Cl)cc1 (stereo not drawn)	2.4%	2.9%	-3.2	16.1%	i	6.1%	0.7%	1.1%	5.6%

Screens (PubChem BioAssay)
